Compound activity: PubChem BioAssay, NCI
NCI-60 one-dose screen, 48 h, at 10 µM unless noted. Numbers give growth in % (100 = growth as untreated, 0 = no growth, -100 = all killed).
OVCAR-5: OVCAR-5 ovarian cancer; 82,000 compounds, 2.9% hits; AID 1794783
NCI/ADR-RES: NCI/ADR-RES ovarian cells. AID 1794790. 81,000 compounds, 4.4% hits
OVCAR-8: OVCAR-8 ovarian cancer; AID 1794782; 81,000 compounds, 4.4% hits
OVCAR-4: OVCAR-4 ovarian cancer cells; 80,000 compounds, 3.7% hits
SK-OV-3: SK-OV-3 ovarian cancer cells | 80,000 compounds, 3.2% hits | AID 1794785
IGROV1: IGROV1 ovarian cancer. 79,000 compounds, 4.7% hits
OVCAR-3: OVCAR-3 ovarian cancer | 79,000 compounds, 7% hits | AID 1794787
DU-145: DU-145 prostate cancer; 81,000 compounds, 4.2% hits
* marks the source's active call; other numbers are inactive results; / = no result given; & = joins results of further samples; [ ] = another dose, or the depositor's remark. How the source made its calls: active means growth percent below 10; inactive means the rest.

SMILES	OVCAR-5	NCI/ADR-RES	OVCAR-8	OVCAR-4	SK-OV-3	IGROV1	OVCAR-3	DU-145
COC(=O)/C=C/c1cc(OC)c2c(c1)[C@@H](C(=O)OC)[C@H](c1ccc(OC)c(OC)c1)O2	77	17	31	43	67	43	-16*	14
COc1ccc(Cn2nc(-c3ccc(OC)cc3)c3c2CCc2cnoc2-3)cc1	109	57	77	67	109	95	87	104
COc1cc(-c2nn(-c3ccccc3)cc2-c2ccnc(NCCCNS(=O)(=O)c3ccc(Cl)cc3)n2)ccc1Cl	97	85	89	97	92	86	93	100
Nc1ccc(C(=O)Nc2cccc(N)c2)cc1	150	130	134	109	99	/	126	120
CCOC(=O)c1c(NCC(=O)Nc2ccc(Cl)cc2[N+](=O)[O-])sc(C(C)=O)c1C	98	101	101	98	105	93	101	95
COc1ccccc1/C=N\N=C\c1ccccc1O	109	98	104	94	88	87	92	98
Cc1cc(=O)n2c(C(=O)N/N=C/c3ccncc3)nn(-c3ccc(S(N)(=O)=O)cc3)c2n1	112	106	102	107	110	99	109	109
COc1ccc2c(c1)c(-c1nc(-c3cn(C)c4ccncc34)cs1)cn2C	-17*	10	-3.9*	-3.4*	119	-2.5*	-78*	-22*
CCOC(=O)C(CC(Nc1ccc(Br)cc1)c1ccccc1)[N+](=O)[O-] (stereo not drawn)	89	76	109	131	89	87	101	99
NC(=O)CN1C(=O)c2ccccc2C1=O	102	102	103	110	106	105	106	101
COc1ccc(-c2ccc(-c3ccc(C(=N)N)o3)o2)cc1	38	14	29	59	36	57	-28*	6.2*
O=C(NCc1ccc(Cl)cc1)c1c(O)c(=O)n(-c2ccccc2[N+](=O)[O-])[nH]c1=O	86	90	97	98	95	98	100	112
COc1ccc(Oc2nc(Nc3ccc(N4CCOCC4)cc3)ncc2NC(=O)c2cccc(OC)c2)cc1	126	89	88	89	91	71	95	94
CC(C)CC(N)=O	112&105	111&96	96&105	102&99	111&125	116&112	108&112	110&113
O=Cc1cc(Cl)cc(Cl)c1O	112	108	95	99	94	126	120	117
c1ccc(C(CN2CCCCC2)OCc2cccs2)cc1 (stereo not drawn)	89	107	103	94	96	101	110	/
CC(=O)Oc1ccc(C2=Cc3ccc(OC(C)=O)cc3OC2C)cc1 (stereo not drawn)	122	25	61	79	81	56	33	63
NS(=O)(=O)c1ccc(NS(=O)(=O)c2c(O)c3cc(Cl)ccc3oc2=O)cc1	102	99	106	101	97	105	100	104
CSc1ccc(/C(=N/NC(N)=S)c2ccc(Cl)cc2)cc1	115	108	103	110	112	103	110	105
CC(=O)OC(C)COc1ccc(-c2ccccc2)cc1 (stereo not drawn)	97	118	96	106	109	112	107	101

Entries of single compounds, looked up by structure:
CC(=O)Oc1ccc(C2=Cc3ccc(OC(C)=O)cc3OC2C)cc1 (stereo not drawn) is listed with OVCAR-5 = 122; NCI/ADR-RES = 25; OVCAR-8 = 61; OVCAR-4 = 79; SK-OV-3 = 81; IGROV1 = 56; OVCAR-3 = 33; DU-145 = 63
c1ccc(C(CN2CCCCC2)OCc2cccs2)cc1 (stereo not drawn) is listed with OVCAR-5 = 89; NCI/ADR-RES = 107; OVCAR-8 = 103; OVCAR-4 = 94; SK-OV-3 = 96; IGROV1 = 101; OVCAR-3 = 110; DU-145 = /

(listing goes on)
SMILES	OVCAR-5	NCI/ADR-RES	OVCAR-8	OVCAR-4	SK-OV-3	IGROV1	OVCAR-3	DU-145
COc1cc(C=O)cc([N+](=O)[O-])c1O	115	116	106	112	112	/	138	125
CC(C)C(=O)Nc1cccc(C(=O)NC(=S)Nc2ccc(C(=O)O)cc2)c1	110[100 µM]	103[100 µM]	103[100 µM]	97[100 µM]	116[100 µM]	110[100 µM]	112[100 µM]	108[100 µM]
C=C1C(=O)O[C@H]2[C@H]1CC/C(COC(=O)c1ccc(Cl)nc1)=C\CC[C@@]1(C)O[C@@H]21	27	42	-8.2*	28	99	13	-42*	12
COc1ccc(-n2ncn(Cc3nc(-c4ccccc4)n[nH]3)c2=O)cc1	108	110	92	123	83	112	106	109
COc1ccc(/C=N/Nc2cc(=O)[nH]c3ccc(Cl)cc23)cc1OC	106	109	100	96	110	95	116	107
CCOC(=O)C1CC2OC2CC1C(=O)OCC (stereo not drawn)	116	112	104	115	105	121	123	/
OC(CCCN1CCCCC1)(c1ccccc1)c1ccc(C(F)(F)F)cc1 (stereo not drawn)	97	99	103	/	95	92	108	115
O=S(=O)(CS(=O)(=O)Oc1ccccc1)Oc1ccccc1	103&101	105&105	105&95	99&94	109&104	111&107	107&112	107&104
Cc1ccc(/C=C/[C@H]2C[C@@H]2CCO)cc1	107	102	105	101	101	/	107	105
OC1(c2ccccc2)c2ccccc2Oc2ccccc21	92	105	101	94	99	78	123	113
Nn1c(NNC(=O)C2CCCN2)n[nH]c1=S (stereo not drawn)	94	106	106	109	106	116	111	111
COc1cccc(NC(=S)Nc2ccc(O)cc2)c1	99	101	103	99	112	/	127	128
COc1ccc(-c2ncnc3c2ncn3C/C=C/CCl)cc1	105&114	86&77	69&67	57&53	109&111	83&94	99&78	112&82
C[C@H](CCC(=O)O)[C@H]1CCC2C3C(=O)CC4CC(=O)CC[C@]4(C)C3CC(=O)[C@@]21C (stereo partly drawn)	100	114	109	112	106	108	114	111
CC1CCc2c(sc3nc(SCC(=O)N/N=C/c4ccc(Br)cc4)n(-c4ccccc4)c(=O)c23)C1 (stereo not drawn)	106	100	100	99	95	97	/	102
O=C(c1ccc(F)cc1)C(c1c[nH]c2ccccc12)c1c[nH]c2ccccc12	52	55	76	56	100	50	47	33
COc1ccc2c(c1)c1n[nH]c(=S)nc1n2CC(=O)O	105	95	107	113	107	104	116	122
O=C(O)Cc1ccc(C2CCCCC2)cc1	111	121	102	109	125	100	108	115
COC(=O)C1OC2(CCCCC2)OC1C(=O)OC (stereo not drawn)	98	105	105	111	103	105	110	112
COC(=O)c1c2c(c(C)[n+]([O-])c1C)C(=O)C(NCc1cccc(OC)c1)=CC2=O	68	8.5*	-5.0*	-29*	90	12	-12*	55
CC(C)CCCCCOC(=O)c1ccccc1SSc1ccccc1C(=O)OCCCCCC(C)C	106	107	104	109	108	116	111	112
Oc1cccc2ccc(-c3n[nH]c(=S)o3)nc12	102	79	/	68	97	94	96	100
CN(C)CCNC(=O)c1cccc(-c2cnc3ccc(-c4ccc5c(c4)OCO5)nn23)c1	89	86	89	67	61	31	77	67
CC(C)NCC(O)COc1cccc2[nH]ccc12 (stereo not drawn)	/	107	112	101	107	/	124	119
COC(=O)c1ccc(Cl)cc1	113	101	100	102	103	114	103	104
c1ccc(C2CN3CCSC3=N2)cc1 (stereo not drawn)	96&87&111&106	102&103&106&105	93&108&104&108	116&110&112&115	105&112&113&98	111&111&108&110	107&113&106&111	115&118&113&115
CCN1C(=O)/C(=C2\SC(N3CCC(Cc4ccccc4)CC3)=NC2=O)c2ccccc21	92	103	97	107	116	101	108	107
CC(C)n1cc2c(N)ncnc2n1	109	107	108	95	106	107	104	128
OCCN1CCCCCCC1	109	102	101	/	103	104	111	113
COc1cc2c3c(c(=O)oc2cc1OS(C)(=O)=O)CCCCC3	120	89	99	108	100	103	103	102
CC(OC(=O)c1ccccc1)c1ccccc1 (stereo not drawn)	96	98	99	90	94	100	96	110
O=C1C2=C(CCN(Cc3ccccc3)C2)N2CCN=C2N1Cc1ccc(F)cc1F	56	20	17	-2.3*	28	48	27	33
COc1cc2c(cc1O)c(=O)n(CCN(C)C)c1c3cc4c(cc3ncc21)OCO4	-1.6*	-13*	-9.6*	-1.9*	3.1*	0.0*	-40*	-11*
CCCSc1nc(-c2ccc(OCc3ccccc3)cc2)c(C#N)c(=O)[nH]1	106	90	82	71	94	98	101	96
CCN(CC)CCOC(=O)c1ccc(NC(=O)OCC(C)OC(=O)Nc2ccc(C(=O)OCCN(CC)CC)cc2)cc1 (stereo not drawn)	113	104	101	122	96	111	109	106
O=C(O)c1ccccc1-c1c2cc(I)c(=O)c(I)c-2oc2c(I)c(O)c(I)cc12	99&91	107&88	93&97	99&109	98&102	103&97	116&97	114&97
CN(C)c1ccc(C(=N)c2ccc(N(C)C)cc2)cc1	65&68	2.9*	31&32	35&58	32&31	46&35	2.5*	56&42
O=C1CCCCC1(CCc1ccncc1)CCc1ccncc1	103	92	94	67	93	89	120	114
CC[C@H](C)[C@H](NC(=O)[C@H](CCCCN)NC(=O)[C@H](CCCCN)NC(=O)[C@@H](NC(=O)[C@@H](NC(=O)[C@@H](N)Cc1cnc[nH]1)[C@@H](C)CC)[C@@H](C)CC)C(=O)N[C@@H](CCCNC(=N)N)C(=O)N[C@H](C(=O)N[C@@H](Cc1c[nH]c2ccccc12)C(=O)N[C@@H](Cc1ccc(O)cc1)C(=O)N[C@@H](CCCNC(=N)N)C(=O)N[C@@H](CCCCN)C(=O)N[C@@H](C)C(=O)N[C@@H](Cc1c[nH]c2ccccc12)C(=O)N[C@@H](Cc1cnc[nH]1)C(=O)N[C@H](C(=O)N[C@@H](CC(C)C)C(=O)NCC(=O)N[C@@H](CCCCN)C(=O)N[C@H](C(N)=O)C(C)C)C(C)C)[C@@H](C)O	48	35	34	78	35	39	45	31
O=C(N/N=C/c1ccc(Cl)s1)c1[nH]c2ccc(Br)cc2c1-c1ccccc1	53	17	2.1*	70	30	19	21	22
NC1=NC(=O)/C(=C/c2ccnc3ccccc23)S1	92	96	106	119	103	89	110	100
COC(=O)[C@H](NS(=O)(=O)N(c1ccc(F)cc1)C1CCN(C(=O)c2ccc(F)cc2)CC1)C(C)C	93	91	108	90	99	104	92	84
NC1c2ccccc2-c2ccccc21	97	106	99	106	98	102	101	99
CSc1cccc(/C(C)=C(\C)C2CC2CCNS(=O)(=O)c2ccc(C)cc2)c1 (stereo not drawn)	104	85	87	68	100	82	101	93
COc1ccc(N/N=C(\C#N)C(=O)Nc2cc(-c3ccccc3)nn2-c2ccccc2)cc1	83	78	94	48	91	77	54	56
CCS(N)(=O)=O	100	101	110	122	/	114	99	105
CCN(CC)c1ccc(C2=NN(C(C)=O)C(c3cccc(NS(C)(=O)=O)c3)C2)cc1 (stereo not drawn)	93	91	/	93	93	35	97	110
CCOC(=O)C1=C2C=Cc3c(ccc4ccccc34)N2C(C(C)=O)C1 (stereo not drawn)	104	69	58	66	92	39	102	101
CCOC(=O)c1c(NC(=S)Nc2ccccc2)sc2c1CCC(=O)C2	103	88	73	72	105	69	68	105
NC(=O)CN1CCN(c2ccccc2Cl)CC1	100	108	122	124	103	108	116	108
Continued:
SMILES	OVCAR-5	NCI/ADR-RES	OVCAR-8	OVCAR-4	SK-OV-3	IGROV1	OVCAR-3	DU-145
O=C1c2ccccc2CCC12OC2c1ccc([N+](=O)[O-])cc1 (stereo not drawn)	103	116	101	104	147	97	110	114
C[C@@H]1CN(C=O)[C@@H](C)CN1C(=S)Nc1ccccc1	117	110	102	/	103	102	112	100
Nc1nc(N)c2c(n1)NC(c1cccc(Nc3ccnc4cc(C(F)(F)F)ccc34)c1)CC(c1ccc(F)cc1)=N2 (stereo not drawn)	108	71	63	58	63	51	26	64
COc1cc(/C=C/C(=O)c2cc(OC)c(OC)c(OC)c2)cc(OC)c1OC	90	47	48	50	94	79	72	11
Nc1nc(-c2ccccc2)c(N=Nc2ccc(Cl)cc2Cl)s1	-62*	-57*	12	-2.7*	7.4*	-30*	-70*	2.9*
O=c1cc(Cl)c(Cl)nn1-c1ccccc1	118	106	93	109	102	112	111	113
CCOC(=O)c1nc(-c2cccc(Cl)c2)nc2ccccc12	98	104	98	104	102	102	112	107
CCOC(=O)C1=C(COCCN)NC(C)=C(C(=O)OC)C1c1ccccc1Cl (stereo not drawn)	75	80	82	79	94	74	68	99
CSC(=S)Nc1ccccc1C	115	102	106	116	105	111	119	117
CSc1nc(C)cc(SC(=N)N)n1	102	107	107	101	105	101	90	94
CCCCc1ccc(NC(=O)Nc2sc3c(c2C#N)CCCC3)cc1	87	87	98	94	/	96	107	106
C=CCn1c(SCC(=O)c2ccc(OC)cc2)nnc1-c1c[nH]c2ccccc12	103	104	95	105	130	89	117	112
CN(c1ccccc1)S(=O)(=O)c1ccc(Cl)cc1	104	111	109	109	97	100	109	110
Cc1nn(-c2ccc(Cl)cc2)c2c1C(c1ccc(Cl)cc1)C(C#N)=C(N)O2 (stereo not drawn)	101	99	98	107	97	94	110	107
Cc1cc2nc3c4cccc(O)c4n(CCN(C)C)c3nc2cc1C	55	32	38	44	46	19	45	30
O=C(O)c1cccc([N+](=O)[O-])c1/C=C/c1cccs1	96	99	96	113	101	115	115	115
COc1cc(OC)c2sc(-c3ccc(-n4cncc4-c4ccc(OC)c(N)c4)cc3)nc2c1	101	77	84	78	123	98	77	94
CCN(CCO)C(C(=O)c1ccc(Cl)cc1)c1ccc(Cl)cc1 (stereo not drawn)	83	92	111	83	71	79	101	101

Part of the list above, with two lines to a compound.
Every second line gives: OVCAR-5, NCI/ADR-RES, OVCAR-8, OVCAR-4, SK-OV-3, IGROV1, OVCAR-3, DU-145
Cc1nn(-c2ccc(Cl)cc2)c2c1C(c1ccc(Cl)cc1)C(C#N)=C(N)O2 (stereo not drawn)
→ 101, 99, 98, 107, 97, 94, 110, 107
Cc1cc2nc3c4cccc(O)c4n(CCN(C)C)c3nc2cc1C
→ 55, 32, 38, 44, 46, 19, 45, 30
O=C(O)c1cccc([N+](=O)[O-])c1/C=C/c1cccs1
→ 96, 99, 96, 113, 101, 115, 115, 115

Not a hit list, and some 9.5% of all compounds hit somewhere here.
